tim23-1 inh: growth inhibitors of tim23-1 mutant yeast | S. cerevisiae tim23-1 growth, BacTiter-Glo luminescence, 24 h | inhibition, % at 20 µM | hit rate 1.3% among 330,000 | AID 463212;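 active means growth inhibition of the mutant yeast at or above 50%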;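 further: temperature-sensitive mutant grown at 25 °C; plate controls were DMSO-treated mutant yeast for no effect and medium wells lacking yeast for full effect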
tim10-1 inh: tim10-1 yeast growth inhibition. S. cerevisiae tim10-1 ts strain growth, BacTiter-Glo, 24 h. inhibition, % at 20 µM. hit rate 2.2% among 330,000. AID 463190;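 active means inhibition of at least 40%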;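 further: mutant grown at 25 °C; 0% = DMSO wells with yeast and 100% = wells holding no yeast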
NALP3 yeast inh: NALP3 inhibition in yeast | Yeast reconstituted NLRP3/ASC/caspase-1, beta-gal luminescence, 24 h | AID 2825 | hit rate 0.39% among 330,000 | inhibition, % at 10 µM;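 active means inhibition of 50% or more; inactive means inhibition below 50%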;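 further: plate controls were induced DMSO wells for no effect and uninduced yeast grown without galactose for full effect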
NR3A LBD binder: modulators (binders) of human NR3A ligand-binding domain; NR3A LBD differential scanning fluorimetry, Tm shift; 0% = protein alone, 100% = glycine-bound protein; AID 1259313; Tm shift relative to glycine control, % at 25 µM; hit rate 2.5% among 340,000;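 active means melting temperature shift of at least 10% of the positive control shift, at one fixed dose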
MPTP inh: permeability transition pore inhibition; inhibition, % at 10 µM; AID 602449; isolated mouse mitochondria, Ca2+ swelling absorbance, 30 min; hit rate 1.4% among 360,000;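 active means inhibition of 50% or more, scaled per plate between neutral and stimulator controls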;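 further: 0% = DMSO wells given calcium and 100% = 1 mM EGTA wells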
APJ agonist: activates the human apelin receptor APJ | activation, % at 20 µM | hit rate 0.11% among 330,000 | CHO-K1 APJ PathHunter beta-arrestin, luminescence; 0% DMSO wells, 100% apelin | AID 2520 | P35414;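 active means activation more than six SD over the plate average, tested at 20 µM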;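 further: 0% = DMSO alone and 100% = apelin-13 at 10 nM; some results filed as inactive read as strong as hits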
Target sequence (P35414 whole entry, looked up): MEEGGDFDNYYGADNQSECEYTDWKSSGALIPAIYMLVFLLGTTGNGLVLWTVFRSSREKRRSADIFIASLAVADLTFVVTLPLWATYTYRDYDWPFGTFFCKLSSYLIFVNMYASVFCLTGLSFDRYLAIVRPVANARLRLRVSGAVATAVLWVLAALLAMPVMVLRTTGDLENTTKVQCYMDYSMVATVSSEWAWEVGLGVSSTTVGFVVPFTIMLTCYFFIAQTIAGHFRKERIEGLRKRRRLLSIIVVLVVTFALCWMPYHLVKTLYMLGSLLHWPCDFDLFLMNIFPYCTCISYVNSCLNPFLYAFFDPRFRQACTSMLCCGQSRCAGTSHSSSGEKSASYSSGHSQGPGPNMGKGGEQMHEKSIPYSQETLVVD
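Assay system – PathHunter CHO-K1 APJ (AGTRL-1) beta-arrestin reporter cells · Compound – one dose, 20 µM compound, 1% DMSO · Timing – compound 90 min 25 °C, reagent 1 h · Measured by – luminescence from split beta-galactosidase complementation, Galacton Star/Emerald II substrate · Measure – beta-arrestin recruitment to APJ as agonist activity, luminescent signal · Benchmarks – DMSO vs Apelin-13 10 nM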
APJ antag: blocks the human apelin receptor APJ. AID 2521. CHO-K1 APJ beta-arrestin complementation, luminescence. hit rate 0.32% among 330,000. inhibition, % at 20 µM. P35414;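 active means inhibition above about 40% at 20 µM, limit read from the data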;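 further: cells challenged with 10 nM apelin-13 agonist together with compound; plate controls were apelin-13 plus DMSO wells for no effect and DMSO wells lacking apelin-13 for full effect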
MIN6 prolif: inducers of beta-cell replication in MIN6 cells; hit rate 0.29% among 330,000; MIN6 cells proliferation, ATPlite luminescence, 48 h; cells starved in 0.2% serum; 100% = growth in 10% serum; proliferation, % at 10 µM; AID 2380;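 active means compounds whose signal lies at least 3.5 SD above the mean of all wells on their plate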;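 further: 0% = DMSO-treated cells in low-serum medium and 100% = 10% serum control; some compounds called inactive have numbers as strong as hits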
TIM10 inh: growth inhibitors of TIM10 yeast strain. inhibition, % at 10 µM. AID 463195. S. cerevisiae TIM10 strain growth, BacTiter-Glo luminescence, 24 h. hit rate 1.4% among 330,000;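 active means inhibition of 40% or more at the single tested concentration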;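 further: wild-type TIM10 isogenic control strain grown at permissive 25 °C; 0% = DMSO yeast wells and 100% = minimal medium wells without yeast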
* marks the source's active call; other numbers are inactive results; . = no result given.

SMILES	tim23-1 inh	tim10-1 inh	NALP3 yeast inh	NR3A LBD binder	MPTP inh	APJ agonist	APJ antag	MIN6 prolif	TIM10 inh
Cc1ccc(NC(=O)CSc2nc3ccccc3c(=O)n2CCCC(=O)NCCCN2CCOCC2)cc1C	19	0	9	-2	-1.2	-2	4	-1	-3
COc1ccc(NC(=O)CC23CC4CC(C2)CC(n2nnc(C)n2)(C4)C3)cc1	35	29	9	-2	2.1	-4	21	0	32
COC(=O)c1cc(NC(=O)COC(=O)CCc2nc3ccccc3c(=O)[nH]2)cc(C(=O)OC)c1	2	2	12	-2	0.3	-4	10	-4	-15
CCc1cccc(NC(=O)C2CCCN(c3cnccn3)C2)c1 (centres undefined)	5	15	10	0	-2.9	-1	22	1	7
O=C1CC(SCCc2nc3ccccc3[nH]2)C(=O)N1c1ccc(F)cc1 (centres undefined)	2	25	10	2	-1.9	-3	12	-3	3
Cc1ccc(C(=O)NCCC2=CCCCC2)cc1S(=O)(=O)N1CCOCC1	23	20	12	0	-2.9	-3	8	-2	-6
Cc1cc(S(=O)(=O)N2CCCCC2)ccc1OCC(=O)Nc1ccccc1	12	15	25	-6	1.0	-6	6	-2	15
NC(=O)N/N=C/c1ccccc1OC(=O)c1ccccc1Br	15	18	6	-2	-1.2	-3	-19	-1	2
CCCc1nc(SCC(=O)NC2CCCC2)c2ccccc2n1	8	-21	24	-4	1.1	1	9	1	-25
Cc1ccc(NC(=O)C2C3C=CC(O3)C2C(=O)O)c(C)c1 (centres undefined)	4	-4	5	2	-0.4	-3	4	-3	5
Cc1ccc(S(=O)(=O)NCc2ccccc2)cc1C(=O)N1CCN(c2ccccc2)CC1	2	19	16	0	0.5	-1	-5	-4	-5
NS(=O)(=O)c1ccc(N=Nc2c[nH]c(=O)c(O)c2)cc1	21	17	27	1	19	-10	53*	-5	25
CCOc1cccc2cc(C(=O)NCc3ccccc3Cl)c(=O)oc12	-4	23	8	4	-1.5	-2	-16	-5	-2
CC(=O)Nc1ccc(NC(=O)c2c(C)c(-c3ccccc3)nc3ccccc23)cc1	20	7	6	1	1.3	0	12	0	11
CCOC(=O)c1ccc(N[C@@H]2CCN3C(=O)c4ccccc4[C@@H]3C[C@H]2O)cc1	38	10	.	0	-1.0	.	.	.	-5
C=CCn1c(SCC(=O)NC2CC2)nnc1C1CC1	9	-7	3	2	0.0	-1	-5	-2	0
O=C(CCc1ccccc1)Nc1ccc2c(c1)OCCO2	18	3	14	6	1.5	0	6	-3	6
O=C(Nc1cc(Sc2nc3ccccc3s2)cc([N+](=O)[O-])c1)c1ccccc1	15	18	21	9	90*	2	-37	-5	19
CC1(C)CCC(=O)N2CC[C@H]3C[C@H](OC(=O)Nc4ccc(Br)cc4)C[C@@H]1[C@H]32	2	-14	-1	6	69*	5	-56	-2	-16
CCOC(=O)c1cc(C)nc(SC)c1C#N	2	-14	8	0	0.2	-3	-3	-1	-34
COc1ccc(OC)c(CNC(=O)CCCn2ccc3cc(S(=O)(=O)N4CCCC4)ccc32)c1	13	21	1	1	-0.4	3	-1	-3	14
O=C(N/N=C/c1cccc(O)c1)C(=O)N1CCCCCC1	23	-3	34	-2	-1.0	2	10	0	-4
COC(=O)Cn1c(C)nc([N+](=O)[O-])c1Br	3	12	5	0	-0.1	0	1	2	-20
Cc1oc(-c2ccccc2)nc1CS(=O)CC(=O)O (centres undefined)	13	10	-6	1	-1.3	-1	15	-1	0
S=C(Nc1ccc(OCc2ccccc2)cc1)Nc1cccc(Cl)c1Cl	12	14	11	12*	86*	-3	6	-3	9
COc1ccc(CC(=O)N/N=C/c2sccc2C)cc1	27	5	19	2	-0.2	-2	-19	-1	-5
COCCCN(C(=S)Nc1cc(C)cc(C)c1)C(C)c1ccncc1 (centres undefined)	24	32	6	-2	-0.3	-1	-2	2	2
COc1cc(OC)nc(NC(=O)CSc2nc3ccccc3[nH]2)n1	21	20	10	2	0.3	-1	9	-3	20
COc1ccc(C(O)(CCC(C)C)C(CN2CCOCC2)c2ccccc2)cc1 (centres undefined)	30	20	16	-3	-0.2	-1	25	-6	21
CCOC(=O)c1ccccc1NC(=O)CSc1nc2ccccc2o1	3	31	0	1	-0.2	0	-3	-2	2
COc1cc(C)c(NC(=O)C(=S)NCc2ccccc2)cc1C	12	16	11	3	4.6	-1	5	-1	17
Cc1cnc(CN(C)C(=O)CC2C(=O)NCCN2CCCc2ccccc2)[nH]1 (centres undefined)	6	-8	17	2	-1.2	-3	8	2	-2
Nc1ccc(N2CCCCCC2)cc1	3	12	15	.	.	6	-9	-6	0
C=CCNc1ccc(N2C(=O)CCCC2=O)cc1[N+](=O)[O-]	12	-9	-5	-4	-0.6	-6	5	2	21
COc1ccc(-c2nnc(-c3ccc(F)cc3)o2)cc1	21	-5	26	-3	-1.2	-4	-3	0	15
Cc1cc(O)ccc1Nc1nc(-c2cccs2)cs1	30	34	25	1	0.4	-2	-33	-5	36
COc1cc(OC)cc(C(=O)N[C@H](C(=O)Nc2nc(-c3ccc(F)c(F)c3)cs2)C(C)C)c1	-12	-11	-8	0	2.5	-3	-10	-3	-6
Cc1ccn2c(C(=O)N/N=C/c3ccc(Cl)cc3)c(C)nc2c1	2	9	-1	-2	-0.2	-2	14	0	0
COc1ccc2c(c1)CCC/C2=N/OC(=O)c1ccccc1OC	43	28	17	-2	-3.6	-2	5	-1	24
Cc1ccc(-n2nc(C)cc2Nc2ncc(Cl)cc2Cl)cc1	31	33	28	1	-0.3	-3	14	0	14

Record cards (already shown). Screens in order: tim23-1 inh | tim10-1 inh | NALP3 yeast inh | NR3A LBD binder | MPTP inh | APJ agonist | APJ antag | MIN6 prolif | TIM10 inh
Cc1oc(-c2ccccc2)nc1CS(=O)CC(=O)O (centres undefined) is listed with 13 | 10 | -6 | 1 | -1.3 | -1 | 15 | -1 | 0
CCOc1cccc2cc(C(=O)NCc3ccccc3Cl)c(=O)oc12 is listed with -4 | 23 | 8 | 4 | -1.5 | -2 | -16 | -5 | -2
Cc1ccc(NC(=O)C2C3C=CC(O3)C2C(=O)O)c(C)c1 (centres undefined) is listed with 4 | -4 | 5 | 2 | -0.4 | -3 | 4 | -3 | 5

Copied from above for reference:
SMILES	tim23-1 inh	tim10-1 inh	NALP3 yeast inh	NR3A LBD binder	MPTP inh	APJ agonist	APJ antag	MIN6 prolif	TIM10 inh
COc1ccc(OC)c(CNC(=O)CCCn2ccc3cc(S(=O)(=O)N4CCCC4)ccc32)c1	13	21	1	1	-0.4	3	-1	-3	14
O=C(N/N=C/c1cccc(O)c1)C(=O)N1CCCCCC1	23	-3	34	-2	-1.0	2	10	0	-4
COC(=O)Cn1c(C)nc([N+](=O)[O-])c1Br	3	12	5	0	-0.1	0	1	2	-20

(next part)
SMILES	tim23-1 inh	tim10-1 inh	NALP3 yeast inh	NR3A LBD binder	MPTP inh	APJ agonist	APJ antag	MIN6 prolif	TIM10 inh
Cc1ccc(OCC(=O)NN=C2c3ccccc3-c3ccccc32)cc1	2	9	13	0	1.8	-5	-15	0	15
Cc1ccc(OCCNC(=O)c2ccccc2O)cc1	4	-67	39	-1	0.5	-2	18	3	-36
OCC1=C[C@@H](O)C2C=CO[C@@H](O[C@@H]3O[C@H](CO)[C@@H](O)[C@H](O)[C@H]3O)C12 (some centres undefined)	12	8	1	1	-1.4	-1	13	4	0
CC1CCN(C(=O)CSc2nnc(-c3cccnc3)n2C2CCCCC2)CC1	13	10	12	0	-1.5	-3	4	3	3
Cc1cc(N2CCCC(C(=O)Nc3ccc4c(c3)CCC4)C2)n2ncnc2n1 (centres undefined)	23	2	10	1	-1.5	0	-23	-2	-2
CC(C)(C)c1cc(NC(=O)CSc2nnc(N)s2)n(-c2ccccc2)n1	-2	-10	-1	-4	-10	1	-2	5	5
CCOC(=O)Cn1c(=N)n(CCOc2ccc(F)cc2)c2ccccc21	2	0	3	0	3.0	-4	-5	-1	-17
CCc1ccccc1NC(=O)c1cc(-c2ccc3c(c2)OCO3)on1	-23	-15	7	0	0.8	0	-8	-2	-3
CN1N=C(/C=C/c2ccccc2)CCC1=O	12	13	19	3	1.4	-1	2	-1	-1
CC(C)OCCCNC(=O)c1ccccc1NC(=O)C1=CSCCO1	23	35	14	-2	-0.2	-2	6	-3	1
COc1ccc(/C=C(\NC(=O)c2ccc(C)cc2)C(=O)NCC2CCCO2)cc1 (centres undefined)	1	9	-14	2	-0.6	-1	12	-2	7
Cc1ccc(S(=O)(=O)N(CC(=O)N2CCC(C)CC2)Cc2ccccc2F)cc1	36	24	17	13*	-0.4	2	-6	-2	38
CN(CCC1CCOCC1)Cc1cn[nH]c1-c1ccc(-c2ccccc2)cc1	3	18	0	-1	-0.7	-4	14	-4	6
O=c1c2c3c(sc2nc(NCCO)n1CCc1ccccc1)CCCCC3	47	37	3	2	15	3	-5	-5	40
COc1ccc(NC(=O)C(F)(F)F)cc1OC	5	12	9	0	0.8	1	-2	-1	11
COC(=O)c1cc(C#N)c(Oc2ccccc2OC)nc1C	-2	-6	38	0	5.0	1	-7	0	-19
CCOc1ccc(NC(=O)COC(=O)CCS(=O)(=O)c2ccc(C)cc2)cc1	25	17	20	-1	0.3	-2	4	0	-21
CNC(=S)/N=C/NOCc1c(Cl)cccc1Cl	54*	63*	-16	0	0.7	2	5	-3	53*
COc1ccc(-c2cc(C(F)(F)F)c(C#N)c(SCC(=O)Nc3ccccc3C#N)n2)cc1	-5	7	-1	0	.	-1	-11	-6	-22
O=C(c1cc(C2CC2)nc2ccc(Br)cc12)N1N=C(C(F)F)CC1(O)C(F)F (centres undefined)	38	36	10	5	75*	-2	-1	-6	31
O=C(/C=C/c1cccc([N+](=O)[O-])c1)OC1CCCCC1=O (centres undefined)	15	31	19	12*	-1.7	-3	7	-2	17
Cc1noc(C(=O)NCC2CCCO2)c1Cl (centres undefined)	11	15	11	2	-0.8	-4	-2	4	1
CCn1cc(C(=O)N2CCc3ccccc32)c(=O)c2cc(S(=O)(=O)N3CCCC3)ccc21	8	10	7	-11	1.1	-1	-5	-2	1

3 of the compounds above, with two lines to a compound:
Sequence of screens – tim23-1 inh	tim10-1 inh	NALP3 yeast inh	NR3A LBD binder	MPTP inh	APJ agonist	APJ antag	MIN6 prolif	TIM10 inh
> OCC1=C[C@@H](O)C2C=CO[C@@H](O[C@@H]3O[C@H](CO)[C@@H](O)[C@H](O)[C@H]3O)C12 (some centres undefined)
→ 12	8	1	1	-1.4	-1	13	4	0
> CC1CCN(C(=O)CSc2nnc(-c3cccnc3)n2C2CCCCC2)CC1
→ 13	10	12	0	-1.5	-3	4	3	3
> Cc1cc(N2CCCC(C(=O)Nc3ccc4c(c3)CCC4)C2)n2ncnc2n1 (centres undefined)
→ 23	2	10	1	-1.5	0	-23	-2	-2

Source: PubChem (Sanford-Burnham Center for Chemical Genomics)

No enrichment for hits; overall some 7.2% were active at least once.
